USP2a block: blocks human ubiquitin-specific protease USP2a; Potency, µM (doses to about 38.3 µM), for inactives: at the top dose activity change, negative = inhibition, usual class: inhibitors; USP2 core, Ub-CHOP2 coupled fluorogenic reporter, 485/531; hit rate 0.01% among 330,000;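 further: potency means the concentration at half of the fitted maximal effect; plate controls were DMSO wells for no effect and full inhibition by NEM control for full effect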
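USP2 core (10nM final) preincubated 30min RT with compound in 20mM Tris-HCl pH 8.0, 2mM CaCl2, 2mM beta-mercaptoethanol, 0.05% CHAPS; 25nM Ub-CHOP2 plus 25nM reporter substrate added, fluorescence (Ex485/Em531) read after 60min.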
ELG1 repair inh: blocks ELG1-dependent DNA repair in HEK293T cells; HEK293T ELG1-luciferase reporter, luminescence, 16 h; DNA damage induced by 5-fluorouridine; hit rate 2.3% among 330,000; Potency, µM (highest dose often 46.1 µM), without a hit: top-dose activity change, negative = inhibition, usual class: inhibitors; further: potency means the concentration at half of the fitted maximal effect; on the % scale 0 is the no-effect control and ±100 the full control effect; nearly all actives have a fitted effect of over 55% in size
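Reporter activity after DNA damage by 5-fluorouridine is monitored. Compound-treated cells incubate 16 hr at 37 °C, then ONE-Glo is added for 30 min before luminescence reading.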
KCNH2 WT inh: blocks the wildtype human KCNH2 potassium channel | hit rate 0.37% among 340,000 | activity change, % at 1.84 µM | Q12809 | U2OS, BacMam KCNH2, thallium flux FluxOr; hits give low values;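 active means maximum activity change below -70%; inconclusive means maximum activity change between -70% and -50%; inactive means maximum activity change above -50%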; further: on the % scale 0 is the no-effect control and ±100 the full control effect
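U2OS cells transduced with wild-type KCNH2 virus are loaded with FluxOr dye for 45 min, and thallium flux is measured in kinetic reads before and after stimulation buffer. Rate constants are normalized to DMSO controls.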
KCNH2 3.1 inh: KCNH2 3.1 (human) potassium channel inhibition | U2OS KCNH2 3.1, thallium flux FluxOr; hits give low values | activity change, % (tested at about 1.8 µM) | hit rate 0.95% among 340,000;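 active means maximum activity change below -70%; inconclusive means maximum activity change from -70% to -50%; inactive means maximum activity change above -50%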;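 further: thallium influx rate constant from kinetic fluorescence after stimulation buffer; on the % scale 0 is the no-effect control and ±100 the full control effect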
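Virally transduced U2OS (3.1 isoform, 4 h infection in dark at RT) → overnight 37 C → FluxOr + Red40 in HBSS/HEPES, 45 min → stimulation buffer, 2 min kinetic read → rate constant vs DMSO controls.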
TRPV1 agonist: agonists of human vanilloid receptor 1 (TRPV1). TRPV1-expressing cells, Fluo-8 calcium influx, agonist mode. Q8NER1. hit rate 0.19% among 320,000. activation, % at 8.33 µM; in the data active means activation above about 80%; inconclusive means between about 30% and that limit; further: 0% is about no effect
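TRPV1-expressing cells were cultured overnight at 35.5C and loaded with Fluo-8 calcium dye for 40 to 90 min at room temperature. After a 10 s baseline, compound was added and calcium influx was read kinetically for 3 min (ex 480/em 520 nm).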
TSHR antag: antagonists of human thyroid stimulating hormone receptor | P16473 | TSHR-expressing cells, TSH-stimulated cAMP HTRF, 2 h; hits give low values | activity change, negative = inhibition, % at 11.5 µM | hit rate 0.2% among 330,000;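 active means activity change below a set negative limit, meaning inhibition stronger than a set level, cut at about -70% in these data; inconclusive means activity change between two set negative limits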; further: on the % scale 0 is the no-effect control and ±100 the full control effect
Target sequence (P16473 whole entry, looked up): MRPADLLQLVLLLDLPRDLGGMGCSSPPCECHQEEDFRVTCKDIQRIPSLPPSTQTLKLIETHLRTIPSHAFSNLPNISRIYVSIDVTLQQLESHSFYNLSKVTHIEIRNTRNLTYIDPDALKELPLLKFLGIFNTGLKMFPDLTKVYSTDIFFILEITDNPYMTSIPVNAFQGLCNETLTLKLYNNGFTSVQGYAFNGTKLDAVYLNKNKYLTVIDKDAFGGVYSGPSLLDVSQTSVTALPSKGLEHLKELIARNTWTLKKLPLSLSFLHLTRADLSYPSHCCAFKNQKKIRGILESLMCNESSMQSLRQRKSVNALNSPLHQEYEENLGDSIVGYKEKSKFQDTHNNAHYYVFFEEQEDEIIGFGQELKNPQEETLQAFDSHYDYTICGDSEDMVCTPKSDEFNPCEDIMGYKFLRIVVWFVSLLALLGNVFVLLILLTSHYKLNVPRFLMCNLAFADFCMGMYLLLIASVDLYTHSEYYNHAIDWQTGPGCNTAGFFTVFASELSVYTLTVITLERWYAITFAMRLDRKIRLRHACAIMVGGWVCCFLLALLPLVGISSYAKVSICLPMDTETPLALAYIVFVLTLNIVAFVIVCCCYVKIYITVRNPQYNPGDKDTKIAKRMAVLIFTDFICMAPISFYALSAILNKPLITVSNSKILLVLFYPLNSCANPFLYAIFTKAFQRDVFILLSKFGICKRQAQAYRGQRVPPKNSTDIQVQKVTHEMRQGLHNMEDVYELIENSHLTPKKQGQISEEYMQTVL
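Read-out is FRET at 665 nm (cryptate excitation 337 nm) from a cryptate-tagged anti-cAMP antibody, competed by cell cAMP against cAMP-d2. Compounds are tested on freshly harvested TSHR cells challenged with 4nM TSH (EC80) for 2 hours at 37 deg C.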
A-T KAP1 phos: potential ataxia-telangiectasia treatment. hit rate 0.19% among 320,000. AID 485349. […] A-T fibroblasts, KAP-1 phosphorylation AlphaLISA; neocarzinostatin DNA damage 30 min before lysis. Potency, µM (highest dose often 57.5 µM), for inactives: at the top dose activation, usual class: activators; further: potency means the concentration at half of the fitted maximal effect; % of control where 0% means no effect; nearly all actives have a fitted effect of over 45% in size
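hTERT-immortalized A-T patient fibroblasts ([…]), 500 cells/well in OPTI-MEM, 1% FBS, got compounds for 60 min, then NCS for 30 min at 37C. Lysates were then assayed for phospho-KAP-1 by AlphaLISA (anti-pKAP1 donor, anti-KAP1 acceptor beads), 6 hr at 25C.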
TCR act: activators of T cell receptors | primary human leukocytes, anti-CD3, IL-2 HTRF, 48 h | Potency, µM (top dose mostly 9.22 µM), inactives show top-dose activation of IL-2 secretion, hits mostly activators | 330,000 tested, under 10 active | AID 504894; further: % of control where 0% means no effect
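TCR engagement came from a-CD3 beads alone, with compounds added to primary human leukocytes for 48 hr. Secreted IL-2 bridged europium cryptate- and d2-labelled anti-IL-2 antibodies, giving FRET emission at 665nm after 320nm excitation.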
Mito fusion act: mitochondrial division inhibition or fusion activation; AID 485298; hit rate 0.23% among 320,000; Potency, µM (doses to about 46.1 µM), inactives show top-dose growth rescue (activation), hits mostly activators; S. cerevisiae fusion-defective mutant growth rescue, CellTiterGlo 48 h;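 further: potency means the concentration at half of the fitted maximal effect; % of control where 0% means no effect; nearly all actives have a fitted effect of over 45% in size; temperature-sensitive fusion mutants such as fzo1-1 at 37 °C on non-fermentable ethanol glycerol medium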
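Growth-rescue viability read-out: after 48 h at the non-permissive 37C in glycerol/ethanol YPEG, yeast mitochondrial fusion mutants are measured by CellTiterGlo luminescence; compounds (23 nl pinned per well) restoring growth score as division inhibitors or fusion activators.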
Eya2 phos inh: blocks the phosphatase activity of human Eya2 | O00167 | recombinant Eya2, OMFP fluorescence dephosphorylation (OMFP is methylfluorescein phosphate) | Potency, µM (titrated, usually from 76.9 µM), for the others: at the highest dose activity, negative = inhibition, actives largely listed as inhibitors | hit rate 0.006% among 330,000 | AID 488837; further: potency means the concentration at half of the fitted maximal effect; on the % scale 0 is the no-effect control and ±100 the full control effect
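Eya2 (0.2 uM) preincubated 10 min at ambient with compound, then OMFP substrate added at 50 uM; 10 min reaction in 50 mM HEPES pH 7.5, 50 mM NaCl, 5 uM MgCl2, 0.05% BSA, 1 mM DTT. Fluorescence read at Ex 485/Em 525 nm.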
* = called active by the depositor; ? = inconclusive; · = no result given; [ ] = remark or other dose. Unless noted, the call rests on the fitted dose curve; in most records, active means well fitted curve in the direction sought with a large enough effect; inconclusive means small, poorly fitted or top-dose-only effect, or another doubt; inactive means no such curve, though single readings can be large; an effect the other way counts as inactive or inconclusive. These rows are one share of the data; count on the stated rates, not on these rows.

Results follow in this order: USP2a block	ELG1 repair inh	KCNH2 WT inh	KCNH2 3.1 inh	TRPV1 agonist	TSHR antag	A-T KAP1 phos	TCR act	Mito fusion act	Eya2 phos inh
COc1ccc(CCNC(=O)c2cnc(C)cn2)cc1
  1%	15%	-4	1	23	53	7%	-4%	-1%	5%
CCc1nc2ccc(C(=O)NCc3ccc(C)o3)cc2nc1CC
  6%	-7%	-10	5	12	-12	0%	-4%	4%	-5%
Cc1cc(OC(=O)c2ccc(OC(C)C)cc2)c([N+](=O)[O-])c(=O)[nH]1
  4%	18%	0	5	1	5	19%	2%	3%	6%
COC(=O)c1ccc(-c2noc(CN(C)CC3CCCCO3)n2)cc1 (stereo not drawn)
  0%	?	-4	-6	3	-10	13%	-1%	7%	-6%
Nc1ncc([N+](=O)[O-])cc1Br
  7%	12%	-5	14	-1	-2	-1%	5%	-1%	14%
COC(=O)c1cnn(-c2nc(-c3ccccc3)cs2)c1N
  4%	?	-7	-10	5	-7	-3%	7%	-8%	-8%
O=C(O)c1ccc2c(c1)C(=O)N(Cc1ccco1)C2=O
  1%	-11%	1	3	-2	16	-6%	·	3%	2%
O=Cc1ccc(-n2cncn2)cc1
  1%	2%	-8	-13	-1	24	2%	-1%	-5%	-30%
CC(Sc1nnc(-c2cccnc2)n1-c1ccccc1F)C(=O)N1CCCc2ccccc21 (stereo not drawn)
  3%	-22%	·	·	7	7	-3%	-5%[46.1 µM]	-2%	-13%
Cc1cccnc1CCNCc1c(C(=O)N2C[C@@H](C)O[C@@H](C)C2)nc2ccc(Cl)cn12
  1%	-3%	11	1	2	48	15%	8%	4%	8%
CCC(=O)Nc1nc(-c2ccc3c(c2)OCCO3)cs1
  -1%	?	-1	10	19	-10	5%	-2%	4%	7%
Nc1nnc(-c2ccc(F)cc2)s1
  0%	?	1	12	2	8	0%	-1%	-1%	11%
COC(=O)c1ccc(OCC2NCCc3cc(OC)c(OC)cc32)cc1 (stereo not drawn)
  0%	-16%	10	2	-2	0	-2%	2%	-7%	-5%
COc1cccc(-n2c(Cn3nc(C(F)F)cc3C(F)F)n[nH]c2=S)c1
  3%	5%	-4	11	1	6	-2%	7%[46.1 µM]	-1%	5%
O=C(Nc1ccccn1)c1ccc(-c2ccccc2)cc1
  -4%	?	11	?	?	-1	7%	2%	-1%	-5%
CCn1nc2cc(C(=O)NCCc3cccs3)ccc2c1OC
  1%	?	3	8	-3	7	5%	2%	-6%	16%
Cc1cc(C)n2nc(C(=O)OCCOc3ccc(F)cc3)nc2n1
  5%	12%	13	-3	4	30	?	-4%	0%	9%
NC(=O)CC(NC(=O)Cc1ccc(Br)cc1)c1ccc(N2CCc3ccccc3C2)c([N+](=O)[O-])c1 (stereo not drawn)
  1%	-18%	-7	4	1	-4	-7%	-4%	-2%	1%
CC(=O)Nc1ccc(NC(=O)Cc2sc(-c3cccnc3)nc2-c2ccc(C)cc2)cc1
  2%	?	-1	-6	5	-6	2%	7%	3%	-4%
COc1cccc(C(=O)NC(=S)Nc2cccnc2)c1
  0%	?	-25	-17	4	10	2%	2%[46.1 µM]	-6%	-1%
CC(c1nnc(SCC(=O)c2c(N)n(C)c(=O)n(C)c2=O)n1-c1ccc(Cl)cc1)N(C)C (stereo not drawn)
  0%	-1%	23	-15	-3	28	35%	1%	5%	19%
CCCSc1nc2sc3c(c2c(=O)[nH]1)CC(C)CC3 (stereo not drawn)
  2%	0%	-3	1	24	17	-2%	-5%	-6%	19%
Cc1ccccc1N1C(=O)CC1(C#N)c1ccc(OCc2ccccc2)cc1 (stereo not drawn)
  -2%	25%	0	5	1	-23	4%	6%[46.1 µM]	?	-22%
CNS(=O)(=O)c1cccc(C(=O)NNC(=O)c2ccc(COc3ccccc3)cc2)c1
  2%	-25%	-4	13	13	-7	-3%	5%	11%	2%
Cc1cc(NC(=O)CCC(=O)N(c2ccccc2C)C(C(=O)NC2CCCC2)c2ccccc2)no1 (stereo not drawn)
  0%	-16%	-7	-12	9	-3	-2%	3%	0%	1%
O=C(NC1CC2CCCC(C1)N2S(=O)(=O)c1ccccc1)c1ccco1 (stereo not drawn)
  0%	-3%	-14	-3	23	21	2%	-3%	2%	0%
Cc1cccc(N2CCN(C(=O)C3CCN(S(=O)(=O)c4cnc[nH]4)CC3)CC2)c1C
  1%	-6%	-10	-5	2	-9	-6%	-22%	-7%	4%
CCn1cc(C(=O)OCC(=O)c2cc(C)n(-c3cccc(C(F)(F)F)c3)c2C)c(=O)c2ccc(C)nc21
  -17%	?	0	9	-4	-1	-9%	1%[46.1 µM]	6%	4%
CNC(=O)COc1ccc(S(=O)(=O)Nc2ccccc2)cc1
  3%	2%	2	-11	0	0	11%	2%	-4%	6%
CCS(=O)(=O)c1ncc(Cl)c(C(=O)Nc2ccc(C)cc2)n1
  2%	?	-3	10	1	-39	0%	0%	-25%	-3%
Oc1c(Br)cc(Br)cc1/C=N/Nc1ccc(Cl)nn1
  1%	?	-3	-3	2	8	-33%	8%	5%	-7%
Cc1ccc(NC(=O)c2ccccc2NC(=O)Cc2ccccc2)cc1
  3%	-7%	0	9	?	32	1%	2%[46.1 µM]	1%	-16%
COc1ccc(NC(=S)NN2CCN(C)CC2)cc1OC
  1%	18%	-4	13	4	7	2%	-4%[46.1 µM]	0%	3%
O=C(O)c1cc(NC(=O)c2ccccc2[N+](=O)[O-])ccc1O
  0%	10%	4	1	2	53	-5%	5%	2%	-15%
COCc1cccc(NC(=O)Cc2cccc3ccccc23)c1
  3%	-3%	2	12	-1	16	6%	-5%	7%	2%
CC[n+]1cccc(-c2nc3ccccc3s2)c1
  -2%	-13%	5	-18	1	1	-1%	6%	-1%	6%
O=C(O)CSc1nnc2c(n1)[nH]c1ccccc12
  0%	26%	-3	-10	-4	7	-1%	2%	1%	-27%
N#Cc1sc2nc(C3CC3)cc(-c3ccc(Cl)cc3)c2c1N
  1%	-4%	-6	-72*	-6	17	24%	10%[46.1 µM]	?	-10%
CCOc1ccccc1NC(=O)C(Sc1nnc2ccccn12)c1ccccc1 (stereo not drawn)
  2%	?	4	1	3	-2	-5%	-3%[46.1 µM]	3%	-5%
COc1cc(NC(=O)c2c(Cl)cnn2C)c(OC)cc1Cl
  -1%	4%	-4	-11	-3	5	-1%	1%	-3%	9%

Rewritten as a markdown table: part of the list above
| smiles | USP2a block | ELG1 repair inh | KCNH2 WT inh | KCNH2 3.1 inh | TRPV1 agonist | TSHR antag | A-T KAP1 phos | TCR act | Mito fusion act | Eya2 phos inh |
| --- | --- | --- | --- | --- | --- | --- | --- | --- | --- | --- |
| CC(c1nnc(SCC(=O)c2c(N)n(C)c(=O)n(C)c2=O)n1-c1ccc(Cl)cc1)N(C)C (stereo not drawn) | 0% | -1% | 23 | -15 | -3 | 28 | 35% | 1% | 5% | 19% |
| N#Cc1sc2nc(C3CC3)cc(-c3ccc(Cl)cc3)c2c1N | 1% | -4% | -6 | -72* | -6 | 17 | 24% | 10%[46.1 µM] | ? | -10% |

Back to the main list; the three compounds before the break are reprinted first.
Results follow in this order: USP2a block	ELG1 repair inh	KCNH2 WT inh	KCNH2 3.1 inh	TRPV1 agonist	TSHR antag	A-T KAP1 phos	TCR act	Mito fusion act	Eya2 phos inh
N#Cc1sc2nc(C3CC3)cc(-c3ccc(Cl)cc3)c2c1N
  1%	-4%	-6	-72*	-6	17	24%	10%[46.1 µM]	?	-10%
CCOc1ccccc1NC(=O)C(Sc1nnc2ccccn12)c1ccccc1 (stereo not drawn)
  2%	?	4	1	3	-2	-5%	-3%[46.1 µM]	3%	-5%
COc1cc(NC(=O)c2c(Cl)cnn2C)c(OC)cc1Cl
  -1%	4%	-4	-11	-3	5	-1%	1%	-3%	9%
Cc1cc(NCC2CCCO2)n2c(nc3ccccc32)c1C#N (stereo not drawn)
  ·	·	-5	-11	-1	·	·	8%	-4%	·
O=[N+]([O-])c1ccc(NC(=S)NCCc2ccc(Cl)cc2)cc1
  -6%	-8%	-5	-15	?	-75*	16%	-4%	-27%	0%
Fc1ccc(/C=N/n2c(C3CCCCC3)n[nH]c2=S)cc1
  -8%	?	-3	-4	5	-12	4%	3%	-3%	8%
O=C(/C=C/c1ccc(F)cc1)c1ccccc1Br
  1%	-24%	-7	-5	5	-13	24%	3%[46.1 µM]	10%	-1%

High-throughput results from PubChem.
